From PubChem
Tb PGK inh = qHTS Assay to Find Inhibitors of Phosphoglycerate Kinase | Phosphoglycerate kinase, glycosomal (Trypanosoma brucei brucei), P07378 | AID 602233, 2012 | Potency, µM (highest dose often 57.5 µM), for inactives: top-dose activity change, negative = inhibition, usual class: inhibitors | 380,000 tested, 0.043% active | PGK/GAPDH coupled, Kinase-Glo luminescence, 60 min; further: potency means the concentration at half of the fitted maximal effect; on the % scale 0 is the no-effect control and ±100 the full control effect; nearly all actives have a fitted effect of over 60% in size
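Recombinant glycosomal PGK reaction used 1,3-bisphosphoglycerate generated in-well by GAPDH (100nM final) in 100mM TEA pH 7.6, 5mM MgCl2, 0.01% Tween-20. After 60 minutes at room temperature, ATP was read by Kinase-Glo Plus luminescence end-point.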
TrxR1 inh = qHTS Assay for Inhibitors of Mammalian Selenoprotein Thioredoxin Reductase 1 (TrxR1): qHTS; AID 588453, 2011; Potency, µM (doses to about 114 µM), for inactives: at the highest dose activity change, negative = inhibition, hits mostly inhibitors; Thioredoxin reductase 1, cytoplasmic (Rattus norvegicus), O89049; 390,000 tested, 1% active; recombinant rTrxR1, NADPH fluorescence consumption, selenite substrate; further: potency means the concentration at half of the fitted maximal effect; on the % scale 0 is the no-effect control and ±100 the full control effect; nearly all actives have a fitted effect of over 65% in size
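Rat TrxR1 (90 nM in the dispensed reagent) was pre-reduced with 400 uM NADPH for 5 min at room temperature, then incubated with compound for 15 min. After 400 uM selenite was added, NADPH fluorescence (Ex 340/Em 450 nm) was followed for 8 min.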
Pin1 inhibitor = qHTS Assay to Find Inhibitors of Pin1. Peptidyl-prolyl cis-trans isomerase NIMA-interacting 1 (Homo sapiens), Q13526. Pin1 FP peptide displacement, HiFluor488, 10 min. Potency, µM (doses to about 115 µM), inactives show at the highest dose activity, negative = inhibition, actives largely listed as inhibitors. 390,000 tested, 0.009% active. AID 504891, 2011; active means well fitted inhibition curve with a large enough effect in the polarisation, with a control signal flat, not every such curve was filed as active; inconclusive means small, poorly fitted or top-dose-only effect, or effect the other way, or a change in a side signal; inactive means no such curve, though single readings can be large or run the other way; the % refers to the polarisation; further: potency means the concentration at half of the fitted maximal effect; on the % scale 0 is the no-effect control and ±100 the full control effect
Target sequence (Q13526 whole entry, looked up): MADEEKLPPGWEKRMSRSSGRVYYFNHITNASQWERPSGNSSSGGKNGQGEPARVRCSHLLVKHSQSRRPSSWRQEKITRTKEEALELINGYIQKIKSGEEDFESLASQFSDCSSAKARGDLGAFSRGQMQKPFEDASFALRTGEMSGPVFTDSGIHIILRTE
mIDH1 inhibitor = qHTS for Inhibitors of mutant isocitrate dehydrogenase 1 (IDH1): qHTS; Isocitrate dehydrogenase [NADP] cytoplasmic (Homo sapiens), O75874; IDH1-R132H enzyme, NADPH consumption, diaphorase/resazurin fluorescence; Potency, µM (series often up to 76.6 µM), for inactives: top-dose activity change, negative = inhibition, usual class: inhibitors; 390,000 tested, 0.093% active; AID 602179, 2012; further: potency means the concentration at half of the fitted maximal effect; on the % scale 0 is the no-effect control and ±100 the full control effect; nearly all actives have a fitted effect of over 65% in size
Target sequence (O75874 whole entry R132H, stated change not applied): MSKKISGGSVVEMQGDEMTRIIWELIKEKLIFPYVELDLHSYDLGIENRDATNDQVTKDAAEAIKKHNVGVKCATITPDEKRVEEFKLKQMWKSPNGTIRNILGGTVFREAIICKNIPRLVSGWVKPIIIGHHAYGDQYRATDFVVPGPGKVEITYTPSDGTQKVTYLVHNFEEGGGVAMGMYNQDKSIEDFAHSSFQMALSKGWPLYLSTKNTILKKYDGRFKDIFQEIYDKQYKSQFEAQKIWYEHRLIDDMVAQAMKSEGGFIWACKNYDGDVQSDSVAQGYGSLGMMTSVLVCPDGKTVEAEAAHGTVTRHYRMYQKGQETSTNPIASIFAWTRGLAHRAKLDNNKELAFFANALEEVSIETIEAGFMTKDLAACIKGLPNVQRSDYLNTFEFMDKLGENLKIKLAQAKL
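IDH1-R132H (0.5 ug/mL dispensed) in pH 7.5 Tris buffer was preincubated 30 min with compound, then given a substrate mix of 0.016 mM NADPH and 2 mM alpha-KG for 80 min at room temperature; remaining NADPH was read by diaphorase/resazurin fluorescence.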
TrxR1 substrate = qHTS Assay for Substrates of Mammalian Selenoprotein Thioredoxin Reductase 1 (TrxR1): qHTS; Thioredoxin reductase 1, cytoplasmic (Rattus norvegicus), O89049; purified TrxR1 substrate turnover, NADPH consumption readout; Potency, µM (doses to about 114 µM), inactives show at the top dose activity change, negative = substrate turnover; 390,000 tested, 0.01% active; further: potency means the concentration at half of the fitted maximal effect; on the % scale 0 is the no-effect control and ±100 the full control effect; nearly all actives have a fitted effect of over 50% in size
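Rat TrxR1, dispensed at 90 nM, was prereduced with 400 uM NADPH (final) for 5 min at ~22 deg C, then incubated with compound 15 min before 400 uM selenite. A first-read NADPH fluorescence drop versus no-compound background flagged substrates.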
PI4K2A block = qHTS for small molecular inhibitors of PI4K2A; Phosphatidylinositol 4-kinase type 2-alpha (Homo sapiens), Q9BTU6; purified PI4K2A, ADP-Glo luminescence, 1 h; active compounds read low; activity change, negative = inhibition, % at 76.9 µM; 420,000 tested, 0.13% active; AID 1346378, 2018; in the data active means activity change below about -50%; inconclusive means mostly about -30% to -49%;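 further: -100% = wells without enzyme as full effect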
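Compounds are screened against recombinant PI4K2A using PI as substrate and ATP, the latter dispensed at 300 microM. Reactions run one hour at ambient temperature before ADP-Glo detection; full inhibition defined by wells lacking enzyme.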
USP1 inh = Inhibitors of USP1/UAF1: Primary Screen; Ubiquitin carboxyl-terminal hydrolase 1 (Homo sapiens), O94782; recombinant USP1/UAF1, Ub-Rhodamine cleavage fluorescence; Potency, µM (doses to about 57.1 µM), without a hit: at the top dose activity change, negative = inhibition, usual class: inhibitors; 390,000 tested, 0.23% active; further: potency means the concentration at half of the fitted maximal effect; on the % scale 0 is the no-effect control and ±100 the full control effect; nearly all actives have a fitted effect of over 60% in size; inactives centre near -12
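High-throughput fluorogenic screen: 1nM USP1/UAF1 complex, Ub-Rho substrate 150nM final, 50mM HEPES pH 7.8 with 0.5mM EDTA, 0.1 mg/ml BSA, 1mM TCEP and 0.01% Tween-20.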
HP1b chromo inh = HTS for Inhibitors of HP1-beta Chromodomain Interactions with Methylated Histone Tails; AlphaScreen HP1-beta / biotin-H3K9me3 peptide binding; Potency, µM (doses to about 114 µM), inactives show at the top dose activity change, negative = inhibition, hits mostly inhibitors; 390,000 tested, 0.56% active; AID 540317, 2011; further: potency means the concentration at half of the fitted maximal effect; nearly all actives have a fitted effect of over 70% in size; inactives centre near 23
Target sequence (P83916 whole entry, looked up): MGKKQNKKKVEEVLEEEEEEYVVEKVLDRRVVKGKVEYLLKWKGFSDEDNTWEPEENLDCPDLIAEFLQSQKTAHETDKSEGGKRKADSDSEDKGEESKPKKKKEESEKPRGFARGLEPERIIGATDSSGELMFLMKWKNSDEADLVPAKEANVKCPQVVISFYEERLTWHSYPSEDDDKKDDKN
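AlphaScreen: HP1-beta (50 nM) preformed 30 min with biotin-H3(1-18)K9me3 peptide (50 nM) in PBS pH 7.4, 0.01% Tween-20. Compound added for 30 min at RT, then streptavidin donor/nickel chelate acceptor beads (10 ug/mL) for 30 min.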
GLS inhibitor = qHTS for Inhibitors of Glutaminase (GLS); 410,000 tested, 0.21% active; Glutaminase kidney isoform, mitochondrial (Homo sapiens), O94925; Potency, µM (titrated, usually from 45.5 µM), without a hit: top-dose activity change, negative = inhibition, usual class: inhibitors; GLS enzymatic activity, qHTS titration; further: potency means the concentration at half of the fitted maximal effect; on the % scale 0 is the no-effect control and ±100 the full control effect
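Coupled fluorescence readout: glutamate oxidase/HRP/Amplex Red detect glutamate formed by hKGA from L-glutamine (1 mM solution added). Buffer 45 mM KH2PO4 pH 8.2, 0.02% Tween-20; reads at t0 and 30 min RT.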
* marks the source's active call; other numbers are inactive results; i = inactive; ? = inconclusive; . = not tested or not shown; [ ] = another dose, or the depositor's remark. Unless noted, the call rests on the fitted dose curve; in most records, active means well fitted curve in the direction sought with a large enough effect; inconclusive means small, poorly fitted or top-dose-only effect, or another doubt; inactive means no such curve, though single readings can be large; an effect the other way counts as inactive or inconclusive. These rows are one share of the data (hit frequency here may not be typical).

molecule | Tb PGK inh | TrxR1 inh | Pin1 inhibitor | mIDH1 inhibitor | TrxR1 substrate | PI4K2A block | USP1 inh | HP1b chromo inh | GLS inhibitor
CCNC(=S)N1CCN(S(=O)(=O)/C=C/c2ccccc2)CC1 | -7% | 16% | 0% | 0% | 10% | -22 | -7% | 46%[activator] | 11%
Cc1ccc2[nH]c3c(N4CCOCC4)ncnc3c2c1 | i | 11% | -2% | 14% | 202%[activator] | -13 | -12% | 1% | 27%
COc1cc(NC(=O)CN2C(=O)CCc3cc(Br)ccc32)cc(OC)c1OC | i | 17%[57.1 µM] | -9% | -3% | -2%[57.1 µM] | 0 | -14% | 12%[57 µM] | -16%
OCCN1CCN(c2ncnc3c2c(-c2ccccc2)cn3-c2ccc(F)cc2)CC1 | 7% | -10%[57.1 µM] | -1% | 1% | -3% | -5 | -29% | -17% | 1%
CC(NCc1cccs1)c1ccccc1 (centres undefined) | -2% | -12% | -7% | 7% | -3% | -2 | -11% | 50%[activator] | 1%
O=C(COc1ccccc1[N+](=O)[O-])Nc1cc(C(=O)O)cc(C(=O)O)c1 | 9% | 10%[57.1 µM] | ? | 14% | 4%[57.1 µM] | 1 | -15% | 23% | 0%
Cc1ccc(N(Cc2ccccc2)C(=O)c2cc(S(=O)(=O)N3CCOCC3)ccc2F)cc1 | 2% | 10% | ? | -7% | 3% | 7 | -11% | 4% | -7%
CCC(=O)N1CCc2cc(S(=O)(=O)NC(Cc3ccccc3)C(=O)Nc3nccs3)ccc21 (centres undefined) | -2% | -11% | 8% | -5% | -15% | -1 | -3% | 3% | 0%
Oc1ccccc1OCC(O)c1ccccc1 (centres undefined) | -6% | 20%[57.1 µM] | 2% | 6% | -3%[57.1 µM] | 3 | -18% | 28% | ?
COc1cccc(N2CC(NC(=O)/C=C\c3ccccc3)CC2=O)c1 (centres undefined) | i | 9%[57.1 µM] | -7% | -3% | -5%[57.1 µM] | 3 | ? | 5% | -2%
Cc1ccc2c(c1)c1c(n2CC(O)CNC2CCCCC2)CCCC1 (centres undefined) | 3% | 0%[57.1 µM] | -10% | -5% | 5%[57.1 µM] | -10 | -23% | ? | 10%
COc1ccc(CCC(=O)OCC(=O)N2CCN(S(=O)(=O)c3ccc(C)cc3C)CC2)cc1 | i | 7% | -2% | 4% | -6% | -2 | -18% | 17% | 1%
O=S(=O)(c1ccc2ncn(O)c2c1)N1CCOCC1 | -11% | 34% | -8% | 2% | 10% | -4 | -9% | 17% | 16%
O=C(NCCc1ccc(Cl)cc1)c1nnc(Cc2ccc(Cl)cc2)o1 | i | 19% | 6% | -15% | -1% | 2 | -15% | 17% | 0%
CC(C)CNC(=O)c1cc2nc3c(c(C(F)(F)F)n2n1)CCc1ccccc1-3 | i | 8% | -1% | 6% | 10% | 5 | -21% | 35% | -3%
O=C(NN=Cc1ccc2c(c1)OCO2)NN=Cc1ccc2c(c1)OCO2 | -3% | -6% | -4% | -7% | -5% | -13 | 0% | -2% | 15%
Cc1ccc(-n2c(SCC(N)=O)nnc2-c2ccc(S(=O)(=O)N3CCCCC3)cc2)c(C)c1 | 0% | 6% | -5% | 0% | 5% | 4 | -15% | 7% | 5%
CC(C)C(=O)Nc1nnc(SCC(=O)N2C(C)CCCC2C)s1 (centres undefined) | 9% | 3% | 2% | -5% | 1%[0.457 µM] | 3 | -19% | -15% | 9%
O=C(COc1nsnc1N1CCOCC1)Nc1ccc(Cl)cc1 | -2% | 4% | 1% | 3% | -5% | -1 | 0% | -7% | -2%
Cc1cc(OCCn2ccnc2)ccc1C(C)C | -6% | 12% | 0% | 6% | 9% | 6 | -8% | 50µM* | 3%
COc1ccc(CN(C)C2CCCCC2)cc1 | -7% | 7% | -1% | 9% | 3% | 1 | -13% | -2% | 5%
COc1ccc2sc(-c3ccc(SC)cc3)c(C#CC(C)(C)O)c2c1 | -9% | ? | 12% | -4% | 17% | -9 | ? | 49%[activator] | 1%
Cc1ccc2nc(NCc3ccccc3)c3nncn3c2c1 | 8% | 19% | 5% | -6% | 5% | -8 | -6% | 38% | 1%
Cc1c(C(=O)N2CCOCC2)oc2ccccc12 | 0% | 26% | 0% | -9% | 1% | 6 | -13% | 34% | -13%
O=C(C1CCN(c2nnc(-n3cccc3)s2)CC1)N1CCc2ccccc2C1 | -8% | ? | ? | -9% | -5% | -22 | -22% | 1% | 2%
CCCCN(C(=O)c1ccc(COc2ccccc2)o1)c1c(N)n(CC(C)C)c(=O)[nH]c1=O | 1% | -3% | 2% | -15% | 2% | 1 | -6% | 24% | 4%
COc1cc(C2C(C#N)=C(N)OC3=C2C(=O)CCC3)cc2c1OCO2 (centres undefined) | 0% | 12%[57.1 µM] | -3% | 1% | 13%[57.1 µM] | 0 | -11% | 22% | 1%
CC(C)CCNC(=O)c1ccc(OC2CCN(S(=O)(=O)N(C)C)CC2)cc1 | -6% | 20%[57.1 µM] | -5% | 2% | 7%[57.1 µM] | 0 | -12% | 27% | 1%
CC1CCCCC1NC(=O)CSc1ccsc1[N+](=O)[O-] (centres undefined) | -4% | 25% | 0% | 3% | -1% | -4 | -18% | 16% | -2%
N=c1n(Cc2ccccc2)c2ccccc2n1CC(O)c1ccccc1 (centres undefined) | -6% | 3% | -4% | 3% | 5% | 3 | -27% | 12% | 1%

Single values from the results shown:
`COc1ccc2sc(-c3ccc(SC)cc3)c(C#CC(C)(C)O)c2c1` – mIDH1 inhibitor = -4%
`COc1ccc(CN(C)C2CCCCC2)cc1` – TrxR1 inh = 7%

Next structures follow.
molecule | Tb PGK inh | TrxR1 inh | Pin1 inhibitor | mIDH1 inhibitor | TrxR1 substrate | PI4K2A block | USP1 inh | HP1b chromo inh | GLS inhibitor
COCCn1c(CN2CCN(C)CC2)nc2c1c(=O)n(C)c(=O)n2C | 6% | 16%[57.1 µM] | -1% | -8% | 8%[57.1 µM] | -6 | -16% | 19% | -3%
CNC(=S)N1N=C(c2ccc(Br)cc2)CC1c1ccc(OC)cc1 (centres undefined) | -6% | -10% | 17% | 4% | -11% | -3 | -25% | ? | 17%
COC(=O)c1sccc1NC(=O)c1ccc(Br)o1 | i | 10%[0.457 µM] | -4% | 0% | 4% | -6 | -5% | 8% | 5%
OCCNCc1ccc(OCc2ccc(Cl)cc2Cl)cc1 | -18% | 22%[57.1 µM] | -11% | -16% | 12%[57.1 µM] | -8 | -5% | 22% | -7%
NC(=O)c1ccc(NC(=O)COC(=O)CCC2CCCC2)cc1 | 6% | . | . | -1% | . | 3 | -7% | . | 2%
N#Cc1cc(-c2ccccc2)cnc1Cl | i | 21% | -1% | 8% | 4% | 2 | 4% | 35% | -1%
Cc1ccccc1C=O | -5% | 27% | -2% | 7% | 11% | 0 | -20% | 46%[activator] | -11%
COC(=O)c1cc(-c2cccc([N+](=O)[O-])c2)c2c(=O)n(C)c(=O)n(C)c2n1 | -2% | 13% | -6% | -5% | 0% | -1 | -11% | 19% | 0%
Cc1nc2ccccc2n1CC(=O)NC1CCCCCC1 | -6% | 11% | -1% | -3% | 2% | 3 | -8% | 8% | -4%
CC(C)(C)NC(=O)NCC1CCCC1NC(=O)NC(C)(C)C (centres undefined) | -3% | 23%[2.29 µM] | -6% | 6% | 9%[57.1 µM] | -2 | -24% | 50%[activator] | 0%
Cc1ccc(NC(=O)Cn2cnc3c(oc4ccccc43)c2=O)cc1Cl | -10% | 8% | 29% | 1% | -7% | 2 | -2% | 3% | 3%
Cc1cccc(NC(=O)CSc2nncn2-c2ccccn2)c1 | 3% | 23%[57.1 µM] | -4% | -3% | 7%[57.1 µM] | -12 | -10% | ? | -4%
S=c1cn[nH]c2ccccc12 | -7% | ? | 2% | -6% | -9% | 5 | -17% | 89µM* | ?
O=C(Nc1ccc(N2CCCCC2)cc1)c1cncc(Br)c1 | -9% | 11%[57.1 µM] | 12% | 7% | -3%[57.1 µM] | -16 | -5% | 5% | 34%[activator]
O=C(Cn1cnc2ccccc2c1=O)NCCC(=O)Nc1ccc2c(c1)OCCO2 | 0% | 17%[11.4 µM] | -8% | 1% | 8%[57.1 µM] | 0 | -11% | 31% | 0%
